Cycloheximide cs: counter-screen for Shiga toxin inhibitors: cycloheximide protein synthesis inhibition; cell reporter, cycloheximide protein synthesis inhibition counterscreen; max response, %; 12% of 300,000 active; AID 2314; in the data active means max response mostly above about 13%, no sharp cut-off; inactive means mostly below about 14%; further: read at 38.3 µM for the half of the compounds with a filed dose; 0% is about no effect
LmPK inhibitor: inhibitors of Leishmania mexicana pyruvate kinase | purified LmPK, Kinase-Glo ATP luminescence, 1 h | 0.37% of 290,000 active | Potency, µM (top dose mostly 57.5 µM), for inactives: top-dose activity change, negative = inhibition, hits mostly inhibitors; further: potency means the concentration at half of the fitted maximal effect; on the % scale 0 is the no-effect control and ±100 the full control effect
Target sequence (Q27686 whole entry, looked up): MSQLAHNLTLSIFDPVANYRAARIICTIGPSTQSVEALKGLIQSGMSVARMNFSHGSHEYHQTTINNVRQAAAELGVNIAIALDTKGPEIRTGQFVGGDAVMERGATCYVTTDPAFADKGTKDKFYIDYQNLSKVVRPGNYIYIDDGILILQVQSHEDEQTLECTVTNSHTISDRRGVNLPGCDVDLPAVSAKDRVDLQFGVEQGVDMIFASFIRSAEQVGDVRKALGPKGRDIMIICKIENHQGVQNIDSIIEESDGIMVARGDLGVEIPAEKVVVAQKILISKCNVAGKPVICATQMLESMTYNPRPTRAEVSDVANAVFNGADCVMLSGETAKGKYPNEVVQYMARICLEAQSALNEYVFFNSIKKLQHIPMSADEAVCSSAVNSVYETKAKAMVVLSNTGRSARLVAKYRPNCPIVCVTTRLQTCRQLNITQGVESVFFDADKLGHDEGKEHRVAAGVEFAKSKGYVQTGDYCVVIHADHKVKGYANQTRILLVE
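ATP generated from ADP (0.1 mM) and PEP (0.5 mM) by 0.1 nM LmPK over 1 h at room temperature (pH 7.2 imidazole buffer) was detected by coupled luciferase luminescence. Values were normalized to uninhibited and no-enzyme wells.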
Shiga toxin inh: inhibitors of Shiga toxin in Vero cells; Vero cells, Shiga toxin protein synthesis inhibition reporter; inhibition, % at 38.7 µM; 9.2% of 290,000 active; AID 2315; in the data active means inhibition mostly above about 28%, no sharp cut-off; inactive means mostly below about 43%; further: 0% is about no effect
AmpC inh no detg: inhibitors of E. coli AmpC beta-lactamase without detergent. AID 485341. P00811. AmpC nitrocefin hydrolysis, absorbance 480 nm, 0.0001% Triton. Potency, µM (series often up to 57.1 µM), for the others: at the top dose activity change, negative = inhibition, actives largely listed as inhibitors. 0.52% of 330,000 active;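 further: potency means the concentration at half of the fitted maximal effect; plate controls were no compound for no effect and no enzyme for full effect; nearly all actives have a fitted effect of over 20% in size; some results filed as inactive show a strong effect at the top dose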
Target sequence (P00811 whole entry, looked up): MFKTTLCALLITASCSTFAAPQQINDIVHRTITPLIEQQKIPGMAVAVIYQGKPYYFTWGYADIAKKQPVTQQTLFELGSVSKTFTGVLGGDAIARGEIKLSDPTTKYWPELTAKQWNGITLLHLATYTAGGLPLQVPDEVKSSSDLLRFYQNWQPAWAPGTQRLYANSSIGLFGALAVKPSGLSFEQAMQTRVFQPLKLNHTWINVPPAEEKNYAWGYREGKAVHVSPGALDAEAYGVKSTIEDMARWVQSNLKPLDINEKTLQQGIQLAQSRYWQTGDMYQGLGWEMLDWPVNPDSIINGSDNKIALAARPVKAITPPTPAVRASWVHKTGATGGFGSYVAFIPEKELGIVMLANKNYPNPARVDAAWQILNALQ
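AmpC (5.3 nM in the dispensed reagent) in 20 mM phosphate pH 7.0 with 0.01% (detergent screen) or 0.0001% Triton X-100 was preincubated with compounds for 15 min at room temperature. Nitrocefin was then added from an 800 uM solution, and hydrolysis was followed at 480 nm.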
Tb PYK inh: T. brucei pyruvate kinase inhibition. AID 624173. 0.12% of 410,000 active. TbPYK enzyme, Kinase-Glo Plus ATP luminescence, 45 min. Potency, µM (top dose mostly 76.8 µM), for the others: at the top dose activity, negative = inhibition, usual class: inhibitors; further: potency means the concentration at half of the fitted maximal effect; on the % scale 0 is the no-effect control and ±100 the full control effect; nearly all actives have a fitted effect of over 50% in size
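Readout: single end-point luminescence (Kinase-Glo Plus, 10 min). Reaction conditions were TbPYK/substrate plus 130 uM ADP, 45 min at RT, pH 7.2 TEA buffer. No-enzyme wells served as controls, and data were normalized before concentration-response fitting.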
Pf growth 48h: inhibits P. falciparum growth in the first generation, 48 h; Potency, µM (titrated, usually from 28.7 µM), without a hit: at the highest dose activity change, negative = inhibition, most hits filed as inhibitors; 5.9% of 310,000 active; AID 504832; P. falciparum luciferase growth in erythrocytes, 48 h; further: potency means the concentration at half of the fitted maximal effect; on the % scale 0 is the no-effect control and ±100 the full control effect
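Read-out is firefly luciferase luminescence from an integrated reporter in P. falciparum, so falling signal marks reduced parasite growth. Infected erythrocytes were at 2% hematocrit and 0.1% parasitemia (final) in Albumax-supplemented RPMI 1640.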
Pf growth 96h: P. falciparum growth inhibition at 96 hour, primary screen for plastid delayed-death inhibitors; Potency, µM (top dose mostly 28.7 µM), without a hit: top-dose activity change, negative = inhibition, usual class: inhibitors; P. falciparum luciferase reporter growth, 96 h; 6.9% of 320,000 active; further: potency means the concentration at half of the fitted maximal effect; on the % scale 0 is the no-effect control and ±100 the full control effect
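Compounds incubated with erythrocytes infected by luciferase-expressing P. falciparum (2% hematocrit, 0.05% parasitemia final) for 96 hours, 37 C in 5% CO2. Growth inhibition scored as decreased luciferase luminescence.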
* hit, by the source's call; & = joins results of further samples; [ ] = dose if it differs, or a comment. Unless noted, the call rests on the fitted dose curve; in most records, active means well fitted curve in the direction sought with a large enough effect; inconclusive means small, poorly fitted or top-dose-only effect, or another doubt; inactive means no such curve, though single readings can be large; an effect the other way counts as inactive or inconclusive.

How did O=C1CCN(C(=O)c2cccs2)c2ccccc21 do in these assays?
Cycloheximide cs: -3.3; LmPK inhibitor: 1.5%; Shiga toxin inh: -11.7; AmpC inh no detg: -8.3%; Tb PYK inh: -6.7%; Pf growth 48h: 4.5%; Pf growth 96h: -13.0%

How did COc1ccc(CC(=O)Nc2ccc(S(=O)(=O)Nc3ncccn3)cc2)cc1 do in these assays?
Cycloheximide cs: -4.2; LmPK inhibitor: 2.7%; Shiga toxin inh: 7.8; AmpC inh no detg: -22.0%; Tb PYK inh: 1.3%; Pf growth 48h: 2.0%

Results for Cc1cc(C)cc(NC(=S)N2CCN(c3ncccn3)CC2)c1 ?
Cycloheximide cs: 0.6; LmPK inhibitor: 1.5%; Shiga toxin inh: -10.9; AmpC inh no detg: -5.8%; Tb PYK inh: -6.0%; Pf growth 48h: 32.0%[activator]; Pf growth 96h: -13.4%

Results for O=C(CN1CCCc2ccccc21)Nc1ccc(F)cc1[N+](=O)[O-] ?
Cycloheximide cs: -4.1; LmPK inhibitor: -3.5%; Shiga toxin inh: -17.9; AmpC inh no detg: -5.3%; Tb PYK inh: 1.1%; Pf growth 48h: -16.3%; Pf growth 96h: -28.3%

What do the screens show for `O=C(Nc1nc2ccccc2[nH]1)C1CCN(C(=O)c2ccc(F)cc2)CC1`?
AmpC inh no detg: 0.0%; Tb PYK inh: 3.4%; Pf growth 48h: -6.7%; Pf growth 96h: 4.7%

How did Cc1ccc(OCC(=O)Nc2nnc(SCc3cc(=O)n4cccc(C)c4n3)s2)cc1 do in these assays?
Cycloheximide cs: -5.4; Shiga toxin inh: -5.9; Tb PYK inh: -6.4%

How did Cc1sc2nc(SCC(=O)OC(C)C)n(C)c(=O)c2c1C do in these assays?
Cycloheximide cs: -3.9; LmPK inhibitor: 0.2%; Shiga toxin inh: -16.3; AmpC inh no detg: -10.1%; Tb PYK inh: 2.8%; Pf growth 48h: -17.0%; Pf growth 96h: -8.4%

How did COC(=O)c1ccc(NC(=O)CSc2ccc(-c3ccccn3)nn2)cc1 do in these assays?
Cycloheximide cs: 2.9; LmPK inhibitor: -0.5%; Shiga toxin inh: 8.7; AmpC inh no detg: -7.5%; Tb PYK inh: -2.0%; Pf growth 48h: 75.4%[activator]; Pf growth 96h: -4.8%

What do the screens show for `O=C(OCCN1C(=O)c2ccccc2C1=O)c1cnccn1`?
Cycloheximide cs: -4.0; LmPK inhibitor: 1.0%; Shiga toxin inh: 18.5; AmpC inh no detg: 10.2%; Tb PYK inh: -0.9%; Pf growth 48h: 30.8%[activator]; Pf growth 96h: -8.8%

Results for Cc1ccccc1NC(=O)CCS(=O)(=O)c1cccc2nonc12 ?
Cycloheximide cs: -3.8; LmPK inhibitor: 12.7%; Shiga toxin inh: -6.8; AmpC inh no detg: -5.4%; Tb PYK inh: -1.7%; Pf growth 48h: -13.2%; Pf growth 96h: -4.4%

What do the screens show for `CCn1nnnc1SCC(=O)Nc1ccc2c(c1)OCCO2`?
Cycloheximide cs: 43.7*; LmPK inhibitor: -1.5%; Shiga toxin inh: 64.1*; AmpC inh no detg: -20.5%; Tb PYK inh: -7.8%; Pf growth 48h: 465.3%[activator]; Pf growth 96h: inconclusive

What do the screens show for `Cc1cccc(NC(=O)CSc2nnc([C@@H]3CCCN3C(=O)OC(C)(C)C)o2)c1C`?
Cycloheximide cs: 0.9; LmPK inhibitor: -2.8%; Shiga toxin inh: -4.3; AmpC inh no detg: 31.4%; Tb PYK inh: -2.1%; Pf growth 48h: inconclusive; Pf growth 96h: inconclusive

How did CCOC(=O)N1CCN(C(=O)c2ccc(CN(c3ccc(C)c(C)c3)S(C)(=O)=O)cc2)CC1 do in these assays?
Cycloheximide cs: -2.1; LmPK inhibitor: -2.9%; Shiga toxin inh: -5.0; AmpC inh no detg: 108.3%[activator]; Tb PYK inh: 0.9%; Pf growth 96h: -3.8%

Results for CCOC(=O)c1c(NC(=O)Cn2ccsc2=N)sc(C)c1C ?
Cycloheximide cs: -5.6; LmPK inhibitor: -0.7%; Shiga toxin inh: -10.9; AmpC inh no detg: 25.6%; Tb PYK inh: 4.9%; Pf growth 48h: -6.5%; Pf growth 96h: 1.5%

What do the screens show for `COc1ccc(CN2CCCC(C(=O)N3CCCCC3)C2)c(OC)c1` (stereo not given)?
Cycloheximide cs: 0.6; LmPK inhibitor: 1.4%; Shiga toxin inh: -0.8; AmpC inh no detg: 1.0%; Tb PYK inh: 25.2%; Pf growth 48h: 28.4%

Results for C=Cn1c(C(=O)O)cc(CC)c1-c1ccccc1 ?
Cycloheximide cs: 1.1; LmPK inhibitor: 4.0%; Shiga toxin inh: -7.2; AmpC inh no detg: -19.4%; Tb PYK inh: -13.5%; Pf growth 48h: 7.9%; Pf growth 96h: 1.47µM*

How did O=C(COC(=O)Cn1cnc2ccccc2c1=O)NCC12CC3CC(CC(C3)C1)C2 do in these assays?
Cycloheximide cs: -1.9; LmPK inhibitor: -0.4%; Shiga toxin inh: -5.0; AmpC inh no detg: -0.9%; Tb PYK inh: 0.8%; Pf growth 48h: 18.7%; Pf growth 96h: 46.5%[activator]

What do the screens show for `CCOC(=O)c1sc2nc(C)n(N)c(=O)c2c1C`?
Cycloheximide cs: 5.1; LmPK inhibitor: -0.7%; Shiga toxin inh: -9.3; AmpC inh no detg: -10.9%[11.4 µM]; Tb PYK inh: 3.9%; Pf growth 48h: 32.1%[activator]; Pf growth 96h: 36.9%

Results for CSc1nc2ccccc2n1CC(=O)N1CCCCC1 ?
Cycloheximide cs: 7.8; LmPK inhibitor: -3.0%; Shiga toxin inh: -11.8; AmpC inh no detg: -1.0%; Tb PYK inh: -1.3%; Pf growth 48h: 24.8%; Pf growth 96h: 29.1%

Results for CC(=O)N(C)c1nnc(-c2cnccn2)s1 ?
Cycloheximide cs: -2.2; LmPK inhibitor: -0.9%; Shiga toxin inh: -23.0; AmpC inh no detg: -19.1%; Tb PYK inh: -1.4%; Pf growth 48h: 3.4%; Pf growth 96h: 0.0%

How did Cc1cccc(-c2nnc(SCCC(=O)N3CCOCC3)o2)c1 do in these assays?
Cycloheximide cs: 9.0; LmPK inhibitor: -1.8%; Shiga toxin inh: 50.3; AmpC inh no detg: 11.5%; Tb PYK inh: 1.1%; Pf growth 48h: 39.8%; Pf growth 96h: inconclusive

How did Nc1ccc(C(=O)OCC(=O)NC2CC2)cc1[N+](=O)[O-] do in these assays?
Cycloheximide cs: 6.9; LmPK inhibitor: 0.1%; Shiga toxin inh: 11.8; AmpC inh no detg: -22.8%; Tb PYK inh: 0.2%; Pf growth 48h: -3.8%; Pf growth 96h: 25.2%

What do the screens show for `CC(C)c1ccccc1NC(=S)NCCCn1ccnc1`?
Cycloheximide cs: 7.7; LmPK inhibitor: -1.2%; Shiga toxin inh: -11.5; AmpC inh no detg: -12.1%; Tb PYK inh: 2.7%; Pf growth 48h: 3.7%; Pf growth 96h: 10.7%

Results for C/C(=N\NC(=O)c1cc(C2CC2)nc2ccccc12)c1ccc(C)s1 ?
Cycloheximide cs: -1.7; LmPK inhibitor: 1.9%; Shiga toxin inh: -12.7; AmpC inh no detg: -32.0%; Tb PYK inh: 3.2%; Pf growth 96h: inconclusive

What do the screens show for `CCc1c(C)nc(SCC(=O)Nc2ccc3c(c2)OCCO3)[nH]c1=O`?
Cycloheximide cs: 9.9; LmPK inhibitor: 5.8%; Shiga toxin inh: 22.3; AmpC inh no detg: -28.0%; Tb PYK inh: -5.2%; Pf growth 48h: 3.0%; Pf growth 96h: 78.7%[activator]

How did Cc1ccc(NC(=O)C2=CC(c3cccs3)=NS(=O)(=O)N2C)cc1 do in these assays?
Cycloheximide cs: -2.2; LmPK inhibitor: -1.5%; Shiga toxin inh: 23.1; AmpC inh no detg: -34.2%; Tb PYK inh: 0.1%&2.1%; Pf growth 48h: 16.1%; Pf growth 96h: 24.7%

What do the screens show for `CCc1nn(CCCC(=O)Nc2ccc(C)c(C)c2)c(=O)c2cc3occc3n12`?
Cycloheximide cs: 0.4; LmPK inhibitor: 3.8%; Shiga toxin inh: -3.1; AmpC inh no detg: 0.0%; Tb PYK inh: 1.9%; Pf growth 48h: inconclusive; Pf growth 96h: 0.1%

How did CSc1cccc(CN2CCN(Cc3ccc(F)c(F)c3)C(CCO)C2)c1 (stereo not given) do in these assays?
Cycloheximide cs: -0.3; LmPK inhibitor: 0.2%; Shiga toxin inh: -3.0; AmpC inh no detg: 137.3%[activator]; Tb PYK inh: 7.1%; Pf growth 48h: inconclusive; Pf growth 96h: inconclusive

Results for O=C(Oc1ccc2ccc(O)cc2c1)C1CCCCC1 ?
Cycloheximide cs: 1.2; LmPK inhibitor: 3.8%; Shiga toxin inh: -13.4; AmpC inh no detg: -47.0%; Tb PYK inh: -28.3%; Pf growth 48h: 12.7%; Pf growth 96h: 30.3%

Results for CCC1CCCCN1S(=O)(=O)c1ccc(C(=O)Nc2nnc(-c3cccs3)o2)cc1 (stereo not given) ?
Cycloheximide cs: 1.5; LmPK inhibitor: 6.5%; Shiga toxin inh: 6.3; AmpC inh no detg: -22.6%; Tb PYK inh: 0.4%; Pf growth 48h: 10.4µM*; Pf growth 96h: 42.5%[activator]

Results for CCOc1ccc(OCc2cccc(C(=O)N3CCOCC3)c2)cc1 ?
Cycloheximide cs: 100.6*; LmPK inhibitor: -13.3%; Shiga toxin inh: 127.3*; AmpC inh no detg: 40.4%; Tb PYK inh: -3.8%; Pf growth 48h: 140.6%[activator]; Pf growth 96h: 32.7%[activator]

Results for Cc1cccc(N2CCN(C(=O)C3COc4ccccc4O3)CC2)c1C (stereo not given) ?
Cycloheximide cs: 23.6*; LmPK inhibitor: -0.1%; Shiga toxin inh: 51.7*; AmpC inh no detg: -7.7%[2.29 µM]; Tb PYK inh: -2.6%; Pf growth 48h: inconclusive; Pf growth 96h: inconclusive

Results for CN1C2CCC1CC(NC(=O)c1cc(S(=O)(=O)N(C)C)c(Cl)cc1Cl)C2 (stereo not given) ?
AmpC inh no detg: -1.2%; Tb PYK inh: -1.8%; Pf growth 48h: 11.5%; Pf growth 96h: -19.1%

How did COC(=O)C1=C(C)N(c2ccc(S(N)(=O)=O)cc2)C(=O)C1 do in these assays?
Cycloheximide cs: -2.5; LmPK inhibitor: 9.7%; Shiga toxin inh: 5.5; AmpC inh no detg: -19.0%; Tb PYK inh: 0.5%; Pf growth 96h: 85.6%[activator]

What do the screens show for `COc1ccc(-c2nnn(Cc3ccccc3F)n2)cc1`?
Cycloheximide cs: 48.7*; LmPK inhibitor: 1.6%; Shiga toxin inh: 95.7*; AmpC inh no detg: -26.7%; Tb PYK inh: -3.3%; Pf growth 48h: 336.3%[activator]; Pf growth 96h: 7.3%

Assay outcomes: PubChem BioAssay, National Center for Advancing Translational Sciences (NCATS)
